PRC2 inh: inhibitors of human EZH2/PRC2 methyltransferase. Q15910. PRC2 H3K27 methylation, DELFIA TRF, 1 h. inhibition, % at 12.5 µM. actives 0.35% (n = 57,000). AID 651548;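 active = mean inhibition of replicates at least 50% and every single replicate also reaching 50%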;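 note: dimethyl H3K27 on biotinylated H3 21-44 peptide detected by antibody; plate controls were median neutral control wells for no effect and median positive control wells for full effect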
Target sequence (Q15910 whole entry, looked up): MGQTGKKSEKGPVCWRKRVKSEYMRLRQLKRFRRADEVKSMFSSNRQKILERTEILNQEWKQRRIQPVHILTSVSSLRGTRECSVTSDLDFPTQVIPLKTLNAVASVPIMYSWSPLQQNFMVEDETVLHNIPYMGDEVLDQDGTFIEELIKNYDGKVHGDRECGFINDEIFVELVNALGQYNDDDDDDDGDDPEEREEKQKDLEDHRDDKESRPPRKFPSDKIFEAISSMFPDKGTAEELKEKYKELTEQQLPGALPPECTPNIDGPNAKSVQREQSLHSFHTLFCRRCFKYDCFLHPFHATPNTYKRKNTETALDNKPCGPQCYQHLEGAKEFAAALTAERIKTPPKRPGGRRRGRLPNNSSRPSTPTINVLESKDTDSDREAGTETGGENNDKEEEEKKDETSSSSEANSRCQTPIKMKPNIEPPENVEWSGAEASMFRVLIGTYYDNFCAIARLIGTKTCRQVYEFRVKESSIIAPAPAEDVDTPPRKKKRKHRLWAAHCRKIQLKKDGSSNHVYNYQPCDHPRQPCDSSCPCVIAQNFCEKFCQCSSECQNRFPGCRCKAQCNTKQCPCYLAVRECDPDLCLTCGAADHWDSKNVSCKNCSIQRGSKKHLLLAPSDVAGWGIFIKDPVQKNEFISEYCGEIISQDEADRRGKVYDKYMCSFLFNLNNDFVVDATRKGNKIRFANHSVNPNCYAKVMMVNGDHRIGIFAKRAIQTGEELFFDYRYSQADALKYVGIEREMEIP
IDH1 R132H inh: IDH1 R132H (human) inhibition | O75874 | AID 624101 | IDH1 R132H reductase, diaphorase/resazurin fluorescence, 60 min | inhibition, % at 10 µM | actives 0.18% (n = 70,000); in the data active = inhibition above about 34%;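 note: 0% = DMSO and 100% = no enzyme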
Numbers without * were called inactive; . = not tested or not shown. Only part of the results is shown. The share of hits here may be higher or lower than overall.

SMILES	PRC2 inh	IDH1 R132H inh
C[C@H]1CN([C@@H](C)CO)C(=O)c2cc(NS(=O)(=O)c3ccccc3)ccc2O[C@H]1CN(C)S(=O)(=O)c1ccc(Cl)cc1	.	1.3
NC(=S)Nc1ccccc1OC(F)(F)F	-17.7	1.5
Cc1sc2nc(SCc3nc(-c4ccccc4)no3)n(-c3ccccc3)c(=O)c2c1C	-19.3	-0.1
C[C@@H]1CN([C@H](C)CO)C(=O)CCCn2nncc2CO[C@H]1CN(C)S(=O)(=O)c1ccc(-c2ccccc2)cc1	.	1.8
COc1ccc2c(OC)c3ccoc3nc2c1OC	-9.2	-3.5
COCC(=O)Nc1ccc2c(c1)[C@H]1C[C@@H](CC(=O)N[C@@H](C)c3ccccc3)O[C@H](CO)[C@H]1O2	6.8	0.0
C[C@H]1CN([C@@H](C)CO)C(=O)Cc2cc(NC(=O)Nc3ccc(F)cc3)ccc2O[C@H]1CN(C)Cc1ccc2c(c1)OCO2	.	0.2
O=C(CCc1nc(-c2ccccc2Cl)no1)Nc1cccc([N+](=O)[O-])c1	9.9	-0.1
O=C(CSc1ncn[nH]1)c1c[nH]c2ccccc12	.	0.3
COC(=O)C1=CO[C@@H](O[C@@H]2O[C@H](CO)[C@@H](O)[C@H](O)[C@H]2O)[C@H]2[C@@H]1[C@H](OC(=O)/C=C\c1ccc(O)cc1)C[C@]2(C)OC(C)=O	.	-0.3
C[C@H]1CN([C@@H](C)CO)C(=O)c2cc(NS(=O)(=O)c3ccccc3)ccc2O[C@H]1CN(C)C(=O)Nc1ccccc1	-3.3	.
C[C@@H]1CN([C@H](C)CO)S(=O)(=O)c2ccc(-c3ccccc3)cc2O[C@H]1CN(C)C(=O)c1ccc2c(c1)OCO2	-5.4	-2.6
CCCNC(=O)C[C@H]1C[C@H]2c3cc(NC(=O)NC4CCCCC4)ccc3O[C@H]2[C@@H](CO)O1	4.6	2.0
Cc1cc(OCc2nc3ccccc3s2)ccc1NC(=O)Nc1cccc(Cl)c1	-1.5	0.4
C[C@H]1CN([C@@H](C)CO)C(=O)Cc2cc(NC(=O)Nc3ccc(C(F)(F)F)cc3)ccc2O[C@H]1CN(C)S(=O)(=O)c1cccs1	.	0.5
CN(C)CC(=O)Nc1ccc2c(c1)[C@@H]1C[C@H](CC(=O)NCc3ccc4c(c3)OCO4)O[C@H](CO)[C@@H]1O2	-15.1	-0.3
C[C@@H]1CN([C@H](C)CO)C(=O)c2cc(NC(=O)Nc3ccc(F)cc3)ccc2O[C@H]1CN(C)Cc1ccccc1	-6.6	1.4
COc1ccc(S(=O)(=O)Nc2ccc3c(c2)C(=O)N([C@@H](C)CO)C[C@@H](C)[C@H](CN(C)C(=O)c2ccccc2)OCCCC[C@@H](C)O3)cc1	.	-0.5
C[C@H](CO)N1C[C@H](C)[C@@H](CN(C)C(=O)Nc2cccc3ccccc23)OCc2cnnn2CCCC1=O	5.7	.
Cc1ccc(S(=O)(=O)Nc2cccc3c2O[C@H](CN(C)C(=O)Nc2ccc(F)cc2)[C@@H](C)CN([C@H](C)CO)C3=O)cc1	-0.2	0.2
C[C@@H]1CN([C@H](C)CO)C(=O)c2cc(NC(=O)CCN3CCOCC3)ccc2O[C@@H]1CN(C)Cc1ccc(Cl)c(Cl)c1	-0.4	-0.4
C[C@@H]1CN([C@H](C)CO)C(=O)c2cc(NS(=O)(=O)c3ccccc3)ccc2O[C@@H](C)CCCCO[C@@H]1CN(C)C(=O)c1ccccc1	.	-1.2
COc1ccc(-n2c(SCC(=O)Nc3ccc(Cl)cc3Cl)nnc2-c2ccncc2)cc1	14.0	0.7
C[C@@H]1CCCCO[C@@H](CN(C)Cc2ccncc2)[C@H](C)CN([C@H](C)CO)C(=O)c2cc(NS(=O)(=O)c3ccccc3)ccc2O1	.	10.4
CCCC(=O)Nc1ccc2c(c1)OC[C@H](C)N(CCC)C[C@@H](C)[C@@H](OC)CN(C)C2=O	-10.2	0.0
COc1cccc(C#Cc2ccc([C@H]3[C@@H](CO)N(C(=O)C4CCCCC4)[C@H]3C#N)cc2)c1	.	-0.2
C[C@H]1CN([C@@H](C)CO)C(=O)c2cc(C#CCN(C)C)cnc2O[C@H]1CN(C)C(=O)c1ccc2c(c1)OCO2	5.6	0.1
CN1CCN(CC(=O)Nc2ccccc2[N+](=O)[O-])CC1	17.4	-0.8
CCc1c(C)nc(SCC(=O)Nc2cccc(Br)c2)[nH]c1=O	15.3	-0.4
O=C(Cc1ccncc1)NCC[C@H]1CC[C@H](NC(=O)Nc2ccc(F)cc2)[C@H](CO)O1	-0.2	0.5
C[C@@H]1CCCCO[C@H](CN(C)C(=O)Nc2ccc(C(F)(F)F)cc2)[C@@H](C)CN([C@H](C)CO)C(=O)c2cc(NC(=O)CCC(F)(F)F)ccc2O1	.	2.6
Cc1ccc(-c2ccc3c(c2)O[C@@H](CN(C)C(=O)C2CCCCC2)[C@@H](C)CN([C@@H](C)CO)S3(=O)=O)cc1	10.6	-1.7
CCCNC(=O)Nc1ccc2c(c1)C(=O)N(C)C[C@H](OC)[C@H](C)CN(C)[C@H](C)CO2	-2.2	0.4
O=C(CN1CCOCC1)NCC[C@@H]1CC[C@@H](NC(=O)c2ccccc2F)[C@@H](CO)O1	14.4	0.0
C[C@H]1CN([C@@H](C)CO)C(=O)c2cc(NC(=O)C3CCCCC3)ccc2O[C@H]1CN(C)C(=O)Nc1ccc(F)cc1	-5.1	-0.1
CC(C)CC#Cc1cnc2c(c1)C(=O)N([C@@H](C)CO)C[C@H](C)[C@@H](CN(C)CC1CCOCC1)O2	.	0.2
C[C@H]1CN([C@@H](C)CO)C(=O)Cc2cc(NC(=O)Cc3cn(C)c4ccccc34)ccc2O[C@H]1CN(C)Cc1ccccc1	-13.8	-17.9
C[C@H]1CN([C@@H](C)CO)C(=O)c2cccc(NS(=O)(=O)c3ccc(Cl)cc3)c2O[C@H]1CN(C)Cc1ccc2c(c1)OCO2	.	-2.6
COc1cc(NC(=S)NCc2ccc(S(N)(=O)=O)cc2)c(OC)cc1Cl	-13.5	0.3
CC(C)C#Cc1ccc2c(c1)O[C@H](CN(C)C(=O)c1ccccc1)[C@@H](C)CN([C@H](C)CO)S2(=O)=O	.	-0.4

Reprinted at random: 7 records from the list
SMILES	PRC2 inh	IDH1 R132H inh
CC(C)C#Cc1ccc2c(c1)O[C@H](CN(C)C(=O)c1ccccc1)[C@@H](C)CN([C@H](C)CO)S2(=O)=O	.	-0.4
O=C(CCc1nc(-c2ccccc2Cl)no1)Nc1cccc([N+](=O)[O-])c1	9.9	-0.1
CCCC(=O)Nc1ccc2c(c1)OC[C@H](C)N(CCC)C[C@@H](C)[C@@H](OC)CN(C)C2=O	-10.2	0.0
CN1CCN(CC(=O)Nc2ccccc2[N+](=O)[O-])CC1	17.4	-0.8
Cc1ccc(S(=O)(=O)Nc2cccc3c2O[C@H](CN(C)C(=O)Nc2ccc(F)cc2)[C@@H](C)CN([C@H](C)CO)C3=O)cc1	-0.2	0.2
Cc1cc(OCc2nc3ccccc3s2)ccc1NC(=O)Nc1cccc(Cl)c1	-1.5	0.4
O=C(CSc1ncn[nH]1)c1c[nH]c2ccccc12	.	0.3

Next compounds.
SMILES	PRC2 inh	IDH1 R132H inh
CO[C@@H]1CN(C)C(=O)c2cc(NC(=O)Cc3ccccc3)ccc2OC[C@@H](C)N(C(=O)c2ccccc2F)C[C@H]1C	2.9	-0.1
O=C(N[C@@H]1CC[C@H](CCNC(=O)C2CCC2)O[C@@H]1CO)c1ccccn1	2.9	-0.1
CO[C@@H]1CN(C)C(=O)c2cc(NS(C)(=O)=O)ccc2OC[C@@H](C)N(C(=O)CN(C)C)C[C@H]1C	-2.1	-0.4
CC(C)NC(=O)NCC[C@H]1CC[C@H](NC(=O)CN(C)C)[C@@H](CO)O1	7.2	0.0
Cc1noc(C)c1NC(=O)Nc1ccc2c(c1)C(=O)N([C@@H](C)CO)C[C@H](C)[C@@H](CN(C)C)OCCCC[C@H](C)O2	5.5	1.0
Cc1sc2ncnc(SCC(=O)Nc3ccccc3-c3ccccc3)c2c1C	31.2	-0.4
C[C@@H]1CN([C@@H](C)CO)C(=O)c2c(c3ccccc3n2C)-c2ccccc2CO[C@H]1CN(C)C(=O)Nc1ccccc1	-65.6	.
Cc1ccc(-c2csc3ncnc(SCC(=O)c4ccc(F)cc4)c23)cc1	11.5	0.7
O=C(CSc1nc2ccccc2c(=O)[nH]1)Nc1ccccc1Cl	14.3	0.1
COCCNC(=O)C[C@H]1C[C@@H]2c3cc(NS(=O)(=O)c4ccccc4)ccc3O[C@@H]2[C@H](CO)O1	-1.0	-0.7
O=C(CSc1ncn(-c2ccccc2)n1)Nc1ccc([N+](=O)[O-])cc1	5.0	0.1
CN(C)CC(=O)N[C@H]1CC[C@@H](CC(=O)NCc2ccccc2F)O[C@@H]1CO	8.8	0.2
Cc1noc(C)c1NC(=O)Nc1ccc2c(c1)C(=O)N([C@H](C)CO)C[C@H](C)[C@H](CN(C)Cc1ccc(Cl)c(Cl)c1)O2	-4.5	-0.4
C[C@@H]1CN([C@@H](C)CO)C(=O)c2cc(NC(=O)C3CCCCC3)ccc2O[C@H]1CN(C)Cc1ccc(Oc2ccccc2)cc1	.	0.0
CC(C)NC(=O)N(C)C[C@@H]1Oc2ccc(NC(=O)Nc3ccccc3)cc2C(=O)N([C@H](C)CO)C[C@H]1C	4.5	.
O=C(C[C@@H]1C=C[C@@H](NC(=O)c2ccccc2)[C@H](CO)O1)Nc1ccc(-c2ccccc2)cc1	2.4	-0.2
CC(C)NC(=O)N(C)C[C@H]1OCCCC[C@@H](C)Oc2ccc(NC(=O)CCC(F)(F)F)cc2C(=O)N([C@H](C)CO)C[C@H]1C	-8.8	-1.1
COc1ccc(NC(=O)N[C@@H]2CC[C@@H](CC(=O)NC3CCCCC3)O[C@@H]2CO)cc1	5.3	0.0
C[C@H]1CN([C@@H](C)CO)S(=O)(=O)c2ccc(-c3ccc(C#N)cc3)cc2O[C@@H]1CN(C)C(=O)Nc1cc(F)ccc1F	.	-2.3
C[C@@H]1CN([C@H](C)CO)C(=O)c2cc(NS(=O)(=O)c3cn(C)cn3)ccc2O[C@@H](C)CCCCO[C@@H]1CN(C)C(=O)c1ccncc1	.	-5.0
O=C(O)CCc1nn2c3ccccc3n(CC(=O)c3ccccc3)c2nc1=O	-6.9	-0.4
CO[C@H]1CN(C)C(=O)c2ccc(NS(=O)(=O)c3cn(C)cn3)cc2OC[C@@H](C)N(CC2CC2)C[C@@H]1C	2.1	0.3
O=C(C[C@@H]1CC[C@H](NS(=O)(=O)c2ccc(F)cc2)[C@H](CO)O1)NCCc1ccncc1	1.3	0.0
C[C@@H]1CN([C@@H](C)CO)C(=O)c2cc(N(C)C)ccc2O[C@@H](C)CCCCO[C@@H]1CN(C)S(=O)(=O)c1cccs1	-5.7	-0.3
CCCNC(=O)N1[C@H](CO)[C@H](c2ccccc2)[C@@H]1C#N	.	0.3
CO[C@@H]1CN(C)C(=O)c2ccc(NC(=O)NC(C)C)cc2OC[C@H](C)N(C(=O)CN(C)C)C[C@H]1C	6.5	-0.1
C[C@@H]1CCCCO[C@H](CN(C)C(=O)NC2CCCCC2)[C@H](C)CN([C@@H](C)CO)C(=O)c2cc(NC(=O)C3CCCCC3)ccc2O1	.	0.7
CO[C@@H]1CN(C)C(=O)c2cc(NS(C)(=O)=O)ccc2OC[C@@H](C)N(CC2CCCCC2)C[C@@H]1C	6.8	0.0
CO[C@H]1CN(C)C(=O)c2ccc(NS(=O)(=O)c3ccccc3C)cc2OC[C@@H](C)NC[C@H]1C	-4.0	0.0
Cc1nnc(SCC(=O)N2CCc3ccccc32)n1-c1ccccc1	-29.2	1.3
CCC(=O)Nc1ccc2c(c1)OC[C@@H](C)N(CCc1ccccc1)C[C@@H](C)[C@H](OC)CN(C)C2=O	-14.3	-0.5
C[C@@H]1CN([C@H](C)CO)C(=O)c2cc(C3=CCCC3)cnc2O[C@@H]1CN(C)C(=O)c1ccccc1	-7.2	0.0
C[C@@H]1CN([C@H](C)CO)C(=O)CCCn2nncc2CO[C@H]1CN(C)C(=O)c1ccc2ccn(C)c2c1	3.6	-1.5
O=C(N[C@H]1CC[C@@H](CCNS(=O)(=O)Cc2ccccc2)O[C@@H]1CO)c1ccccc1F	-2.1	0.1
C[C@@H]1CN([C@@H](C)CO)C(=O)c2cccc(NC(=O)c3ccncc3)c2O[C@H]1CN(C)C(=O)Nc1ccccc1	.	-1.0
COCC#Cc1ccc2c(c1)O[C@@H](CN(C)C(=O)NC(C)C)[C@H](C)CN([C@@H](C)CO)S2(=O)=O	-2.3	3.5
O=C(C[C@@H]1C[C@H]2c3cc(NC(=O)Cc4ccncc4)ccc3O[C@H]2[C@H](CO)O1)NCCN1CCCCC1	6.5	0.1
CO[C@@H]1CN(C)C(=O)c2cc(NC(=O)C3CC3)ccc2OC[C@@H](C)N(C(=O)C2CCOCC2)C[C@H]1C	2.9	-0.1
Cc1noc(C)c1NC(=O)Nc1ccc2c(c1)C(=O)N([C@H](C)CO)C[C@@H](C)[C@H](CN(C)Cc1ccc(C(=O)O)cc1)OCCCC[C@H](C)O2	.	0.0
CC(C)NC(=O)N(C)C[C@H]1Oc2ccc(NC(=O)Cc3ccccc3)cc2C(=O)N([C@@H](C)CO)C[C@@H]1C	.	0.3
CCCNC(=O)N(C)C[C@H]1Oc2ncc(C#CCC(C)C)cc2C(=O)N([C@@H](C)CO)C[C@H]1C	.	-0.1
C[C@H]1CN([C@@H](C)CO)C(=O)c2cccc(NC(=O)c3ccncc3)c2O[C@H]1CN(C)Cc1ccc(C(=O)O)cc1	.	3.7
